# Bioassay records deposited in PubChem by several laboratories.
# VLA-4 inh = inhibition in a human VLA-4 binding assay. VLA-4 expressing cells, ligand binding flow cytometry. P13612. inhibition, % (about 7 µM as worked out from the volumes in the protocol). AID 2557. hit rate 0.2% among 330,000; in the data active = inhibition above about 50%
# Efflux pump mplx = inhibitors of Candida antifungal efflux pumps expressed in yeast. inhibition, % at 10 µM. hit rate 0.44% among 330,000. S. cerevisiae Candida pump triplex, Nile Red efflux;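 active = plate passing quality check with inhibition over a set limit, or well fluorescence over plate mean plus 4 SD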;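 also: Nile Red retained in pooled yeast measured as flow cytometry median fluorescence; 0% = buffer negative control and 100% = Enniatin B positive control; higher means more Nile Red kept so more efflux inhibition; some compounds called inactive have numbers as strong as hits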
# MEX-5 binding = C. elegans MEX-5 TCR-2 RNA binding activity | Q9XUB2 | MEX-5/FITC-TCR2 RNA binding, fluorescence polarization; hits give low values | activity score (negative = inhibition of binding), % at 10 µM | hit rate 0.38% among 300,000 | AID 1832;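 active = inhibition past about -25% in most replicates, and total fluorescence under double the plate's negative control median, limit read from the data; inconclusive = replicates evenly split on the limit, or fluorescence at least double controls; inactive = too little inhibition in most replicates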;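 also: 0% = DMSO and -100% = 5 µM competing unlabeled TCR2 RNA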
# Target sequence (Q9XUB2 whole entry, looked up): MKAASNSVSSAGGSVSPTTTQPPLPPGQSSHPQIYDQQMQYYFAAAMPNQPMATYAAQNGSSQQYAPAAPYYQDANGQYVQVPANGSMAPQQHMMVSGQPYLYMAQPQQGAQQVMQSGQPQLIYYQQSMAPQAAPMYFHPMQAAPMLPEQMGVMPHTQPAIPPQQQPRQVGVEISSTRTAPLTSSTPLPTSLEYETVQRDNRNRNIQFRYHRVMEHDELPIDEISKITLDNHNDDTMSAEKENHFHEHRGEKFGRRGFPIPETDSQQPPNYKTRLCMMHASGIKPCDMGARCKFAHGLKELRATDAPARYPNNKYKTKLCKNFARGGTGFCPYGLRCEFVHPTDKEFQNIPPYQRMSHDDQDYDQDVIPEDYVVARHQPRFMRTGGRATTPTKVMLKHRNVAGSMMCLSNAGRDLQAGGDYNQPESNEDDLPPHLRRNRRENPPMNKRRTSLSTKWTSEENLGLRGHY
# GRK2 inh = blocks RNA aptamer binding to human GRK2; P25098; bead flow cytometry, FAM-aptamer displacement from GRK2; inhibition of aptamer binding, % at 10 µM; hit rate 0.59% among 330,000; AID 488847;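 active = inhibition of aptamer binding above 40%, roughly 3 SD of noise, on plates passing a quality check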;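 also: median bead fluorescence of bound FAM aptamer so fluorescent compounds give negative values; no value below 0 was filed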
# MCL1-BIM inh = MCL1-BIM-BH3 interaction inhibition (human); Q07820; GST-MCL1 / FITC-Bim-BH3 fluorescence polarization; inhibition, % at 10.9 µM; hit rate 0.68% among 320,000; AID 2057;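 active = inhibition above the mean inhibition of all tested compounds plus 3 SD, set per campaign, cut at about 40% in these data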;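 also: 0% = DMSO wells and 100% = unlabeled Bim-BH3 peptide control; higher means more loss of mP so more displacement of Bim peptide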
# Target sequence (Q07820 whole entry, looked up): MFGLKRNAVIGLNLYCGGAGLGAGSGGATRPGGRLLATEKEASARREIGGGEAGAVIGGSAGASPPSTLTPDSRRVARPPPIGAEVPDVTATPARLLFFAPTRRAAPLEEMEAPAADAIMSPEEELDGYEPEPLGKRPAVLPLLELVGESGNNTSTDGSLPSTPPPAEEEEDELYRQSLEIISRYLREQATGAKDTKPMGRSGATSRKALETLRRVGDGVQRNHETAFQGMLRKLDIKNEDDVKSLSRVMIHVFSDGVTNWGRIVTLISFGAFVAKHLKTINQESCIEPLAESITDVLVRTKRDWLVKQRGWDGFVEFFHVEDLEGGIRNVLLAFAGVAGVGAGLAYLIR
# BCLXL inh = blocks human Bcl-xL binding to Bim BH3 peptide; GST-Bcl-xL / FITC-Bim BH3 peptide fluorescence polarization; inhibition, % at 10.9 µM; hit rate 0.7% among 320,000; AID 2129;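 active = inhibition above the mean of all tested compounds plus 3 SD, cutoff set per campaign, cut at about 30% in these data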;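 also: 0% = DMSO wells and 100% = unlabeled Bim-BH3 peptide competitor; inhibitors lower millipolarization by displacing the labeled peptide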
# Target sequence (Q07817 whole entry, looked up): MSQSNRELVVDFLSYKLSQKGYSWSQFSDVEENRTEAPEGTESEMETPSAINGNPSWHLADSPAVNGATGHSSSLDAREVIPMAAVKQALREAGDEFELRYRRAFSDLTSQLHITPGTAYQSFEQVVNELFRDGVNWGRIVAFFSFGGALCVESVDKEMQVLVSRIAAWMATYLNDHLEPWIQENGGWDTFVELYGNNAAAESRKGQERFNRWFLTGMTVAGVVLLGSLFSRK
# PME-1 primary = PME-1 (human) inhibition | inhibition, % at 5.9 µM | Q9Y570 | AID 2130 | recombinant PME-1, FP-Rh probe fluorescence polarization | hit rate 0.53% among 320,000;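 active = inhibition above the campaign mean of all compounds plus 3 SD, cut at about 26% in these data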;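 also: competitive labeling of PME-1 active site by serine hydrolase directed probe; 0% = PME-1 with DMSO and 100% = wells lacking PME-1 enzyme; inhibitors block probe labeling so polarization falls and inhibition rises; many of its hits are not listed in these tables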
# GLD-1 TGE inh = GLD-1-TGE RNA interaction inhibition (C. elegans). Q17339. purified GLD-1 + fluorescein TGE RNA, fluorescence polarization. inhibition, % at 5.96 µM. hit rate 0.44% among 320,000. AID 2280;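 active = percent inhibition above a per-plate cutoff, the plate mean of test compounds plus 3 SD, cut at about 30% in these data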;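 also: 0% = DMSO wells with GLD-1 and probe and 100% = wells lacking GLD-1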
# Fam108B inh = counter-screen for RBBP9 inhibitors: inhibitors of mouse Fam108B. recombinant Fam108B, FP-Rh probe fluorescence polarization. inhibition, % at 9.51 µM. hit rate 0.33% among 300,000;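 active = inhibition above the screen mean inhibition plus 3 SD, computed separately per campaign, cut at about 18% in these data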;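 also: inhibitors lower polarization as less probe binds the enzyme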
# * = called active by the depositor; ? = inconclusive; / = not tested or not shown; & = joins results of further samples.
SMILES,VLA-4 inh,Efflux pump mplx,MEX-5 binding,GRK2 inh,MCL1-BIM inh,BCLXL inh,PME-1 primary,GLD-1 TGE inh,Fam108B inh
C=Cc1c(C)c2cc3[nH]c(cc4nc(cc5nc(cc1[nH]2)C(C)=C5CCC(=O)O)C(CCC(=O)O)=C4C)c(C)c3C=C,-0.4&35.5,0.0&-0.4,-41.8*,6.0&40.0,82.8*,28.5&27.5,-4.0&-4.3,19.3&3.8,46.5*
COC(=O)Nc1c(-c2ccccc2)nc2ccc(C)cn12,2.0,-0.2,-0.5,1.0,6.9,3.3,0.7,2.9,-1.6
Cc1cccc(-n2ccnc2SCC(=O)Nc2nnc(C)s2)c1,11.7,-0.1,1.6,1.0,-0.6,-0.8,-0.3,3.3,-0.6
COc1ccccc1OCCNC(=O)Nc1cc(F)c(F)cc1Cl,12.2,-0.1,1.7,1.0,0.2,4.8,-1.8,1.5,1.8
COC(=O)Oc1ccc(/C=N/NC(=O)CN(c2ccccc2Br)S(C)(=O)=O)cc1OC,-23.9,-0.1,-2.4,0.0,1.4,4.5,9.1,4.0,7.2
CC(OC(=O)C1CC1)C(=O)Nc1cccc(S(=O)(=O)N2CCOCC2)c1 (stereo not given),13.7,-0.2,/,0.0,/,/,/,0.6,/
Cc1cc(CN2CCCC(C(=O)Nc3cccc(-n4cccn4)c3)C2)cc(C)c1O (stereo not given),4.0,0.3,-6.2,0.0,0.0,-0.4,-2.7,-3.0,-5.5
C=CCN1CC(c2nc3ccccc3n2Cc2cccc3ccccc23)CC1=O (stereo not given),0.8,0.3,-0.2,0.0,-0.4,-3.5,10.3,2.7,0.7
CCCCN1C(=O)C2C(C(=O)Nc3cccc(OC)c3)C3C=CC2(O3)C1C(=O)NC1CCCCC1C (stereo not given),4.9,0.3,0.0,0.0,-7.3,-3.3,-1.0,-15.9,1.8
CCOC(=O)CCCCCN1C(=O)c2cccc3cccc(c23)C1=O,9.9,0.1,-0.8,0.0,9.8,6.0,-4.2,5.0,-3.1
C=CCn1c(SCC(=O)Nc2c(C)n(C)n(-c3ccccc3)c2=O)nc2sc(C)c(C)c2c1=O,-8.8,0.0,-1.2,2.0,6.9,4.8,6.4,1.9,1.2
Cc1ccc(CN2CC(C(=O)N3CCN(c4ccccc4O)CC3)CC2=O)cc1 (stereo not given),2.4,0.0,-2.4,0.0,2.7,3.2,1.2,4.4,-0.9
CCOCCCNCc1ccc(OC)c(OC)c1,6.3,0.1,-0.2,2.0,-1.3,5.0,-3.4,2.6,-1.5
Cc1ccc(/C=C/C(=O)O)cc1S(=O)(=O)N1CCCCC1,-11.0,0.1,-29.6*,0.0,-2.9,0.6,2.5,1.8,-1.1
O=C(c1ccc(=O)[nH]c1)N1CCN(S(=O)(=O)c2ccc(Cl)cc2)CC1,13.5,0.1,1.1,0.0,-13.4,-1.4,2.6,1.6,4.0
O=C(Nc1cccc(S(=O)(=O)NC2=NCCCCC2)c1)c1cc(-c2ccncc2)nc2ccccc12,-12.7,0.0,2.4,0.0,-13.7,-7.0,0.5,1.0,1.3
CCOC(=O)c1ccc(NC(=O)COc2cc3oc(=O)c(CC(C)O)c(C)c3cc2Cl)cc1 (stereo not given),5.6,0.3,-0.6,2.0,4.5,9.0,2.1,3.4,0.3
CN(CCc1ccccn1)C(=O)c1nn2c(C(F)(F)F)cc(-c3ccco3)nc2c1Cl,5.1,0.1,0.6,0.0,3.6,1.6,-1.1,8.8,2.9
Cc1ccc(C)c(OCc2nc3ccc(S(=O)(=O)Nc4c(C)n(C)n(-c5ccccc5)c4=O)cc3[nH]2)c1,8.9,0.0,2.9,3.0,0.9,6.4,-6.8,20.2,-0.7
O=C(Nc1nccs1)c1ccc(COc2c(F)c(F)cc(F)c2F)o1,-6.4,-0.2,/,2.0,7.4,4.3,-0.7,3.6,/
COc1ccc(CCNC(=O)CCCn2nc(C)c([N+](=O)[O-])c2C)cc1OC,3.1,0.0,0.6,1.0,-2.6,2.1,0.1,3.0,0.5
CCN(CC)CCNC(=O)CCCCCn1c(=O)[nH]c2cc(C(=O)OC)ccc2c1=O,-0.1,0.0,2.2,1.0,0.7,1.4,0.1,2.5,4.5
O=[N+]([O-])c1ccc(-c2cc(-c3ccc(Cl)cc3)n[nH]2)cc1,16.4,0.0,0.7,15.0,-4.5,-7.0,-9.2,3.3,-13.3
COCCCN=C1NN=C(c2cc(C)n(-c3ccccc3F)c2C)CS1,3.4,0.1,-0.3,2.0,1.1,0.9,3.0,-6.2,1.5
COc1ccc(NC(=O)CCCn2c(=O)[nH]c3ccccc3c2=O)cc1,27.6,-0.1,1.7,0.0,-2.0,4.0,-1.6,2.6,2.7
S=c1[nH]nc(-c2ccc(Br)cc2)n1-c1ccc2c(c1)OCCO2,19.0,0.1,4.6,3.0,-3.1,-7.4,-1.7,8.9,4.8
COc1ccc(C(=O)NC(=S)N2CCCc3ccccc32)cc1OC,-2.0,0.0,0.0,6.0,-1.8,-2.1,-1.1,2.2,1.7
CCCCS(=O)(=O)Nc1ccc(C(=O)NCC2CCCO2)cc1 (stereo not given),17.3,0.0,-1.7,0.0,-2.8,-1.1,-5.0,6.2,0.8
COCCn1c(SCC(=O)Nc2cc(C)on2)nc2ccccc2c1=O,8.4,0.0,/,1.0,-7.1,1.2,2.2,4.1,/
Cc1onc(-c2ccccc2Cl)c1C(=O)NCc1cccnc1,4.4,0.3,-3.5,3.0,26.0,-5.3,-7.0,5.6,-2.2
COCCn1c(SCC(=O)Nc2ccc(OC)cc2OC)nc2ccccc2c1=O,12.3,-0.1,2.2,0.0,/,/,/,/,/
COc1ccccc1C1C(C(N)=O)=C(C)Nc2nc(-c3ccc(Cl)cc3)nn21 (stereo not given),11.1,0.0,-2.2,0.0,6.6,2.5,1.6,2.1,-0.4
O=C(O)c1ccc(CP(=O)(c2ccccc2)c2ccccc2)cc1,8.9,0.0,2.8,0.0,10.2,5.7,-5.1,1.0,-1.0
Cc1c(C2=CCN(S(=O)(=O)c3ccc(Cl)cc3)CC2)c2ccccc2n1C,12.8,0.0,0.0,5.0,-0.8,14.2,-26.5,19.9,-20.2
C[N+]1(CCOc2ccc([N+](=O)[O-])cc2)CCOCC1,-0.5,0.0,0.9,3.0,-14.1,-2.5,0.3,-1.6,1.2
Cc1cccc(C(=O)Nc2nnc(-c3ccc(C(C)(C)C)cc3)s2)c1,12.7,0.0,1.5,0.0,-0.6,1.9,-8.2,-1.6,-0.9

# Records above marked active in MCL1-BIM inh.
structure,VLA-4 inh,Efflux pump mplx,MEX-5 binding,GRK2 inh,MCL1-BIM inh,BCLXL inh,PME-1 primary,GLD-1 TGE inh
C=Cc1c(C)c2cc3[nH]c(cc4nc(cc5nc(cc1[nH]2)C(C)=C5CCC(=O)O)C(CCC(=O)O)=C4C)c(C)c3C=C,-0.4&35.5,0.0&-0.4,-41.8*,6.0&40.0,82.8*,28.5&27.5,-4.0&-4.3,19.3&3.8

# (list continues)
SMILES,VLA-4 inh,Efflux pump mplx,MEX-5 binding,GRK2 inh,MCL1-BIM inh,BCLXL inh,PME-1 primary,GLD-1 TGE inh,Fam108B inh
COc1ccc(N(CC(O)Cn2cnc3ccccc32)S(=O)(=O)c2ccc(C)cc2)cc1 (stereo not given),-19.8,0.1,1.9,3.0,3.5,4.8,14.6,5.2,0.8
CCOC(=O)Cc1c(C)nc2cc(C)nn2c1C,-22.8,0.0,0.3,2.0,-0.9,8.1,1.2,2.4,0.5
C=CCOC(=O)C1C(=O)CC(C)(O)C(C(=O)OCC=C)C1c1ccc(OC)cc1 (stereo not given),16.7,0.0,1.3,0.0,4.9,2.2,3.8,-4.8,1.4
Cc1cc(N2CCN(C(=O)c3ccco3)CC2)nc(-c2ccccc2)n1,5.1,0.0,0.9,0.0,4.0,3.6,-0.9,2.6,1.6
Cc1cc(S(=O)(=O)NCc2cccnc2)ccc1-n1cnnn1,-17.7,0.0,0.5,3.0,7.2,7.9,-1.8,5.3,-6.8
Cc1cc(=O)oc2c(C)c(OC(C)C(=O)NCc3ccccn3)ccc12 (stereo not given),1.9,-0.2,-0.8,2.0,2.9,1.3,4.5,-0.8,3.3
O=C1Nc2c(c(=O)[nH]c(=O)n2-c2ccccc2)C1(Nc1ncccn1)C(F)(F)F (stereo not given),-2.3,0.4,0.2,3.0,-5.7,-2.7,-2.2,-10.4,-0.9
COc1cccc(-c2ccc(C#N)c(SCC(=O)NCCc3cccc(Cl)c3)n2)c1,9.6,0.0,-5.7,1.0,-5.8,-4.5,2.3,-2.9,0.0
Nc1ccccc1S(=O)(=O)NC1=NCCCCC1,-9.7,0.5,0.2,0.0,-4.9,-3.3,-0.2,-2.0,-2.9
O=C(O)c1ccc(NS(=O)(=O)c2ccc3c(c2)C(=O)c2ccccc2C3=O)cc1,5.1,0.0,?,0.0,33.7,37.2*,-4.0,22.0,4.6
CC(C)=CC(=O)Nc1nnc(C(C)C)s1,0.3,-0.1,-3.1,2.0,5.2,6.5,-3.5,0.7,-3.3
CC(=O)Nc1cccc(NC(=O)C2CCN(C(=O)c3ccco3)CC2)c1,-12.2,0.0,4.4,0.0,-2.4,2.2,1.2,5.2,2.1
O=C1NC(c2ccccc2)=NC1(Nc1ccccn1)C(F)(F)F (stereo not given),5.9,0.1,1.1,8.0,4.5,3.6,-0.6,2.9,2.2
CCC(=O)NC(Nc1nc(C)cs1)(C(=O)OC)C(F)(F)F (stereo not given),8.4,2.7,-0.3,2.0,4.8,7.7,-10.8,0.6,-0.6
CCN(CC#CCC(O)(c1ccccc1)c1ccccc1)C(C)C,4.2,0.1,/,2.0,6.7,2.8,6.8,3.2,1.7
Cc1c(-c2ccco2)[n+](=O)c2c(n1[O-])CCCCC2,1.6,0.6,0.0,1.0,10.5,14.9,1.9,-2.2,2.3
O=S(=O)(Nc1ncccn1)c1ccc(NC(=S)N2CCN(c3cccc(C(F)(F)F)c3)CC2)cc1,-7.4,-0.4,0.2,0.0,1.6,2.7,-3.9,7.0,-5.8
CCOC(=O)NC(=O)COC(=O)Cc1cc(OC)c(OC)c(OC)c1,-3.1,-0.1,-1.6,2.0,-2.1,0.6,0.1,0.8,3.6
C1CCN(c2nc3nonc3nc2N2CCCCC2)CC1,-1.0,0.8,/,2.0,-2.5,-5.5,1.0,-4.0,3.4
CN1CCN(C(=S)NC(=O)/C=C/c2cccc3ccccc23)CC1,-1.7,0.1,-1.6,0.0,4.4,3.3,1.3,-2.6,-0.1
Cc1ccc(OC(C)C(=O)Nc2ccccc2C(=O)NCc2cccnc2)cc1C (stereo not given),-9.2,0.0,-1.2,0.0,-1.5,-0.8,9.5,2.6,-4.0
CCN(C(=O)COC(=O)CCC(=O)c1cccs1)c1ccccc1,8.2,0.1,/,1.0,/,/,/,4.5,/
Cc1ccccc1NC(=O)CN1C(=O)CSc2ccccc21,-2.0,0.1,-0.2,0.0,-2.1,-2.4,-0.3,8.6,-2.6
CCOC(=O)C1C(=O)OC(C)(C)C1C(C)C(=O)c1ccc(C)cc1C (stereo not given),-2.7,0.0,-2.9,0.0,1.5,5.9,3.2,13.3,4.4

# A few values from above.
# `Cc1ccc(C)c(OCc2nc3ccc(S(=O)(=O)Nc4c(C)n(C)n(-c5ccccc5)c4=O)cc3[nH]2)c1` @ VLA-4 inh: 8.9
# `CCOC(=O)NC(=O)COC(=O)Cc1cc(OC)c(OC)c(OC)c1` @ GLD-1 TGE inh: 0.8

# Only part of the results is shown; rates above refer to the full screens.
